# Assay outcomes: PubChem BioAssay, several laboratories
# Bcl-B TR3 displacers: displacers of TR3 peptide from Bcl-B, primary screen, selectivity assay for Bfl-1 inhibitor project, biochemical, fluorescence polarization | FP displacement of FITC-TR3 peptide from Bcl-B; higher % means a stronger effect | 96,000 tested, 0.11% active | displacement, % at 20 µM, or IC50 in µM where a hit was titrated;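 active = displacement above 50% at 20 µM plus a fluorescence interference ratio under 1.5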;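 also: plate controls were wells without compound for no effect and wells lacking Bcl-B protein for full effect; a part of the inactive calls stands beside numbers as strong as those of hits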
# MRP reversal: compounds reversing MRP-mediated drug resistance; H69AR cells + 2 uM doxorubicin, CellTiter-Glo, 72 h; differential viability (reversal), % at 10 µM; AID 602; 85,000 tested, 0.04% active;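 active = viability drop by adding the cancer drug above about 55%, with treated viability meeting a 40% cutoff, limit read from the data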;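 also: viability without doxorubicin minus viability with 2 µM doxorubicin for each compound; larger differential means the compound sensitizes cells more to doxorubicin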
# IL1B NFkB pot: enhances IL-1B driven NFkB nuclear translocation | activation, % at 2 µM | AID 819 | HUVEC IL-1B NFkB p65 nuclear translocation imaging | 94,000 tested, 0.3% active;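 active = activation above 40%, about the mean plus 3 SD, also judged a hit on visual image review; inconclusive = activation above 40% but not a hit on visual review; inactive = activation not above 40% and no visual hit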;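 also: percent activation is computed from the nuclear over cytoplasmic p65 intensity ratio; values of inactives mirror those of a sister screen read the other way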
# IL1B NFkB inh: blocks IL-1B driven NFkB nuclear translocation in HUVEC cells | inhibition, % at 2 µM | 94,000 tested, 0.43% active | HUVEC IL-1B NFkB p65 nuclear translocation imaging;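 active = inhibition above about 30% together with a positive call from visual inspection of the well image, limit read from the data; inconclusive = inhibition above a set limit but visual check negative; inactive = inhibition not above a set limit, visual check negative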;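 also: nuclear over cytoplasmic p65 intensity ratio measured by imaging; 0% = IL-1B stimulated DMSO wells and 100% = unstimulated DMSO wells; values of inactives mirror those of a sister screen read the other way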
# PLAP inhibition: inhibition of human placental alkaline phosphatase – biochemical, luminescence, HTS (AID 690). one-dose inhibition, % at 20 µM; IC50 in µM for titrated hits. 96,000 tested, 0.08% active. purified PLAP, luminescent substrate; higher % means a stronger effect; in the data active = a potency from the dose series; inactive = the rest, 99 in 100 with inhibition below about 30%; also: strong numbers were not always called active
# MRP reversal cytotoxicity: also measured in MRP reversal; calls as there; viability, %; H69AR cells, CellTiter-Glo, 72 h; measured here: cytotoxicity without doxorubicin
# MRP reversal with doxorubicin: further read-out of MRP reversal, marked with its call; viability, %; measured here: viability with 2 uM doxorubicin; stronger effect = lower value
# IL1B NFkB inh cell count 2 µM: further read-out of IL1B NFkB inh, marked with its call; cell count; measured here: cells passing quality filter;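 raw number of nuclei counted in each imaged well without normalization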
# IL1B NFkB pot cell count 2 µM: second read-out of IL1B NFkB pot, no call of its own (marks repeat the call); cell count; measured here: cells passing quality filter
# The depositor's hits bear a star; ? = inconclusive; · = no result given.
# The first 15 entries, to show the layout:
SMILES,Bcl-B TR3 displacers,MRP reversal,MRP reversal cytotoxicity,MRP reversal with doxorubicin,IL1B NFkB pot,IL1B NFkB pot cell count 2 µM,IL1B NFkB inh,IL1B NFkB inh cell count 2 µM,PLAP inhibition
CC1=NCCN1S(=O)(=O)c1ccc(Br)c(C)c1,3%,·,·,·,17,112,-14,112,6%
CCC(=O)Nc1nc2c(OC)ccc(OC)c2s1,-1%,7,107,100,-8,157,8,157,19%
CCOC(=O)c1cc(-c2ccc(N)cc2)sc1N,1%,-27,51,78,1,136,-1,136,19%
Cc1ccc2nc(/C(C#N)=C/c3cn[nH]c3-c3ccc(F)cc3)[nH]c2c1,-34%,-38,14,52,16,114,-16,114,-68%
CC(NS(C)(=O)=O)C(c1cccs1)N1CCN(c2ccccc2)CC1 (stereo unspecified),·,-2,85,87,-2,86,2,86,·
O=c1oc2ccccc2cc1-c1nc(-c2ccccc2)no1,13%,·,·,·,-6,176,6,176,3%
COCCNC(=S)NC1CC2CCCC(C1)N2Cc1cccs1 (stereo unspecified),-10%,·,·,·,-1,189,1,189,-15%
CC1(C)CC(=O)C(C=NCCN2CCN(C(=O)c3ccc(Br)cc3)CC2)=C(O)C1,·,5,96,91,1,72,-1,72,·
O=[N+]([O-])c1ccccc1/C=N/N1CCN(c2ccc(Cl)cc2)CC1,-9%,·,·,·,15,129,-15,129,28%
CC1CCCN(C/C=C/c2ccccc2[N+](=O)[O-])C1 (stereo unspecified),2%,·,·,·,-11,59,11,59,-2%
O=C(COC(=O)c1ccccc1NC(=O)c1ccco1)Nc1ccc2c(c1)OC(F)(F)O2,-8%,·,·,·,1,144,-1,144,18%
Cc1cc(C)nc(Sc2c(F)c(F)c(C(F)(F)F)c(F)c2F)n1,3%,-11,89,100,35,147,-35,147,11%
C=C(C)Cn1c(N2CCC(Cc3ccccc3)CC2)nc2c1c(=O)[nH]c(=O)n2C,·,46,65,19,-10,65,10,65,·
COc1ccc(N2CC(C(=O)Nc3ccc4c(c3)OCO4)CC2=O)cc1 (stereo unspecified),-6%,10,97,86,9,162,-9,162,10%
CCCOP(=O)(OCCC)C1(Nc2ccc(C)cc2)CCCCC1,-14%,6,83,77,-1,99,1,99,-31%

# The listing, repeating the preview:
SMILES,Bcl-B TR3 displacers,MRP reversal,MRP reversal cytotoxicity,MRP reversal with doxorubicin,IL1B NFkB pot,IL1B NFkB pot cell count 2 µM,IL1B NFkB inh,IL1B NFkB inh cell count 2 µM,PLAP inhibition
CC1=NCCN1S(=O)(=O)c1ccc(Br)c(C)c1,3%,·,·,·,17,112,-14,112,6%
CCC(=O)Nc1nc2c(OC)ccc(OC)c2s1,-1%,7,107,100,-8,157,8,157,19%
CCOC(=O)c1cc(-c2ccc(N)cc2)sc1N,1%,-27,51,78,1,136,-1,136,19%
Cc1ccc2nc(/C(C#N)=C/c3cn[nH]c3-c3ccc(F)cc3)[nH]c2c1,-34%,-38,14,52,16,114,-16,114,-68%
CC(NS(C)(=O)=O)C(c1cccs1)N1CCN(c2ccccc2)CC1 (stereo unspecified),·,-2,85,87,-2,86,2,86,·
O=c1oc2ccccc2cc1-c1nc(-c2ccccc2)no1,13%,·,·,·,-6,176,6,176,3%
COCCNC(=S)NC1CC2CCCC(C1)N2Cc1cccs1 (stereo unspecified),-10%,·,·,·,-1,189,1,189,-15%
CC1(C)CC(=O)C(C=NCCN2CCN(C(=O)c3ccc(Br)cc3)CC2)=C(O)C1,·,5,96,91,1,72,-1,72,·
O=[N+]([O-])c1ccccc1/C=N/N1CCN(c2ccc(Cl)cc2)CC1,-9%,·,·,·,15,129,-15,129,28%
CC1CCCN(C/C=C/c2ccccc2[N+](=O)[O-])C1 (stereo unspecified),2%,·,·,·,-11,59,11,59,-2%
O=C(COC(=O)c1ccccc1NC(=O)c1ccco1)Nc1ccc2c(c1)OC(F)(F)O2,-8%,·,·,·,1,144,-1,144,18%
Cc1cc(C)nc(Sc2c(F)c(F)c(C(F)(F)F)c(F)c2F)n1,3%,-11,89,100,35,147,-35,147,11%
C=C(C)Cn1c(N2CCC(Cc3ccccc3)CC2)nc2c1c(=O)[nH]c(=O)n2C,·,46,65,19,-10,65,10,65,·
COc1ccc(N2CC(C(=O)Nc3ccc4c(c3)OCO4)CC2=O)cc1 (stereo unspecified),-6%,10,97,86,9,162,-9,162,10%
CCCOP(=O)(OCCC)C1(Nc2ccc(C)cc2)CCCCC1,-14%,6,83,77,-1,99,1,99,-31%
COc1cccc(N2CCN(CC(=O)c3c(C)[nH]c4ccccc34)CC2)c1,-4%,14,90,77,7,174,-7,174,-28%
COc1cc(-c2cc(-c3ccccc3)nc(SCC(=O)Nc3nccs3)c2C#N)cc(OC)c1OC,-5%,·,·,·,5,127,-5,127,-9%
C=CCN=C1SCC(=O)N1S(=O)(=O)c1ccccc1,2%,8,94,86,-4,90,4,90,-28%
C/C(=C\C(=O)C(F)(F)F)Nc1cc(C)cc(C)c1,0%,·,·,·,3,131,-3,131,-17%
O=C(O)CCn1c2c(c3ccccc31)CCCC2,30%,-7,87,94,-2,178,2,178,-40%
COc1ccc(CCNC(=O)C(C)Sc2ccccc2)cc1OC (stereo unspecified),-8%,·,·,·,-2,129,2,129,14%
CCOC(=O)c1cc(C)n(CCc2ccccc2)c1C,0%,-10,87,98,-2,139,2,139,17%
Cc1ccc(C)c(S(=O)(=O)NCCOc2nc(NC(C)C)nc(NC(C)C)n2)c1,16%,1,74,73,20,155,-20,155,-73%
COc1cccc2cc(C(=O)N3CCN(c4ccccn4)CC3)c(=O)oc12,22%,·,·,·,8,182,-8,182,-22%
Cc1ccc(S(=O)(=O)NCc2nc3ccccc3c(=O)n2N)cc1,4%,-2,88,90,6,161,-6,161,-14%
SMILES,Bcl-B TR3 displacers,MRP reversal,MRP reversal cytotoxicity,MRP reversal with doxorubicin,IL1B NFkB pot,IL1B NFkB pot cell count 2 µM,IL1B NFkB inh,IL1B NFkB inh cell count 2 µM,PLAP inhibition
O=C(O)CCCCCNC(=O)c1ccc(Br)cc1,-2%,11,100,89,6,127,-6,127,8%
N#Cc1ccc(CSc2nnc(COc3ccccc3)n2-c2ccccc2)cc1,-1%,-1,97,99,-15,62,-8,142,-27%
CCOc1cc(NC(=O)c2ccccc2[N+](=O)[O-])c(OCC)cc1NC(=O)CC(C)C,-4%,·,·,·,11,144,-12,144,-2%
Cn1nc(-c2ccc(C(=O)O)cc2)c2ccccc2c1=O,-1%,6,101,95,-1,139,1,139,-6%
Cc1sc2ncnc(OCC(=O)NC(C)C)c2c1C,-5%,4,92,88,2,170,-2,170,10%
O=C(COc1ccccc1)NCc1ccccc1,5%,26,117,91,3,186,-3,186,15%
CC(C)CCOP(=O)(c1ccc(N(C)C)cc1)C(O)c1ccccn1 (stereo unspecified),4%,9,92,83,3,97,-3,97,-53%
O=S(=O)(c1ccc(S(=O)(=O)N(Cc2ccco2)Cc2ccccc2Cl)cc1)N1CCCC1,-11%,9,79,70,39,129,-39,129,16%
COc1ccc(NC(=O)/C(=C\c2ccc(OS(=O)(=O)c3ccc(C)cc3)cc2)NC(=O)c2ccccc2)cc1,0%,-7,82,90,-14,158,14,158,-25%
Cn1cnnc1SCc1ccc(F)c2ccccc12,-5%,5,94,89,33,191,-33,191,6%
Cc1ccc(C(=O)c2ccccc2C(=O)O)s1,2%,-14,83,97,-4,171,4,171,9%
O=C(NCC1CCCO1)c1ccccc1NC(=O)c1cccc2ccccc12 (stereo unspecified),7%,·,·,·,-5,97,5,97,7%
COc1cccc(-c2ncc3ccccn23)c1,·,-2,91,94,1,136,-1,136,·
COc1ccc(S(=O)(=O)N2CCCN(S(=O)(=O)c3ccc(OC)cc3C)CC2)c(C)c1,-4%,·,·,·,·,·,·,·,4%
O=C1CCCC2=C1C(c1ccco1)Nc1ccc(C(=O)c3ccccc3)cc1N2 (stereo unspecified),22%,-52,13,65,-5,119,5,119,-21%
Cc1ccc2c(c1)C(CCN)C(=O)N2Cc1ccccc1 (stereo unspecified),-4%,14,100,86,34,47,-34,47,10%
Cc1nc2ccc(NC(=O)c3cccs3)cc2c(=O)n1Cc1ccc(Cl)cc1,8%,·,·,·,9,154,-9,154,-30%
CCCOc1ccccc1NC(=O)/C=C/C(N)=O,8%,-3,2,5,·,·,·,·,0%
CCOC(=O)c1[nH]c2ccc(OC)cc2c1NC(=O)C(C)N1CCSCC1 (stereo unspecified),0%,-2,71,74,39,183,-39,183,-62%
COc1ccccc1N1CC(O)=C(c2nc3ccccc3c(=O)[nH]2)C1=N,-1%,-17,59,76,-5,166,4,166,-90%
COC(=O)[C@@H](NC(=O)Nc1ccc(OC(F)(F)F)cc1)C(C)C,8%,7,100,94,28,128,-28,128,2%
CCOC(=O)c1cc(CC)sc1NC(=O)c1cc(OC)c(OC)c(OC)c1,7%,3,91,89,9,66,-9,66,-23%
Cc1c(C(=O)OC(C)C)sc2nc[nH]c(=O)c12,3%,11,96,85,19,124,-18,124,-6%
O=C(CSc1cccc2cccc(Cl)c12)OCC(=O)N1CCN(C(=O)c2ccco2)CC1,-2%,13,88,75,-9,115,9,115,-54%
COc1cc(CN2CCC(C(=O)N3CCN(c4ccccc4F)CC3)CC2)cc(OC)c1O,4%,·,·,·,13,158,-13,158,-68%

# Sorted by SMILES length (ascending): some entries from above
SMILES,Bcl-B TR3 displacers,MRP reversal,MRP reversal cytotoxicity,MRP reversal with doxorubicin,IL1B NFkB pot,IL1B NFkB pot cell count 2 µM,IL1B NFkB inh,IL1B NFkB inh cell count 2 µM,PLAP inhibition
O=C(O)CCCCCNC(=O)c1ccc(Br)cc1,-2%,11,100,89,6,127,-6,127,8%
CCOC(=O)c1cc(CC)sc1NC(=O)c1cc(OC)c(OC)c(OC)c1,7%,3,91,89,9,66,-9,66,-23%
COc1ccc(NC(=O)/C(=C\c2ccc(OS(=O)(=O)c3ccc(C)cc3)cc2)NC(=O)c2ccccc2)cc1,0%,-7,82,90,-14,158,14,158,-25%

# The list goes on.
SMILES,Bcl-B TR3 displacers,MRP reversal,MRP reversal cytotoxicity,MRP reversal with doxorubicin,IL1B NFkB pot,IL1B NFkB pot cell count 2 µM,IL1B NFkB inh,IL1B NFkB inh cell count 2 µM,PLAP inhibition
CCOc1cc(C2C(C#N)=C(N)OC3CCCC(=O)C32)ccc1OCCN1CCOCC1 (stereo unspecified),-14%,9,87,78,-10,165,10,165,-14%
CC(C)NC(=O)CSc1nncn1-c1ccccc1,-9%,-8,82,90,·,·,·,·,5%
O=C(CN(Cc1cccs1)C(=O)CCC(=O)Nc1nccs1)NCc1ccccc1,-4%,·,·,·,14,117,-14,117,6%
COc1ccc(/C=N/n2c(SC)nnc(C(C)(C)C)c2=O)cc1OC,-9%,15,108,93,?,·,-44,171,-61%
CCc1nnc(NC(=O)CCC(=O)N2CCN(Cc3cc(Cl)ccc3OC)CC2)s1,0%,7,97,90,1,114,-1,114,-68%
Cc1cccc(NC(=O)Cn2c(=O)n(C)c3ccccc32)c1,·,7,90,83,-6,172,6,172,·

# This is a subset (hit frequency here may not be typical).
